NCI-60 one-dose screen, 48 h, at 10 µM unless noted. Numbers give growth in % (100 = growth as untreated, 0 = no growth, -100 = all killed).
NCI-H322M: NCI-H322M lung cancer; hit rate 2.7% among 80,000; AID 1794733
NCI-H226: NCI-H226 lung cancer. hit rate 3.5% among 79,000
NCI-H522: NCI-H522 lung cancer. hit rate 8% among 78,000
NCI-H460: NCI-H460 lung cancer; hit rate 6.8% among 82,000
RXF 393: RXF 393 renal cancer cells. hit rate 6.9% among 77,000
NCI-H23: NCI-H23 lung cancer; AID 1794731; hit rate 4% among 80,000
COLO 205: COLO 205 colon cancer. hit rate 7.3% among 79,000. AID 1794742
HT29: HT29 colon cancer; hit rate 7.4% among 81,000; AID 1794748
A498: A498 renal cancer cells | hit rate 5.4% among 76,000
The depositor's hits bear a star; . = not tested or not shown; & = joins results of further samples. How the source made its calls: active means growth percent below 10; inactive means the rest.

SMILES	NCI-H322M	NCI-H226	NCI-H522	NCI-H460	RXF 393	NCI-H23	COLO 205	HT29	A498
CCOc1nc(-c2ccco2)n2nc(-c3cccs3)cc2n1	120	94	102	101	102	93	121	101	86
CCOC(=O)[C@@]12CCCC=C1N1c3ccccc3-c3ccnn3[C@@H]1CC2	95	92	.	98	109	89	88	97	100
O=C1C(Cl)=C(Nc2ccc(Nc3ccccc3)c(NC3=C(Cl)C(=O)c4ccccc4C3=O)c2)C(=O)c2ccccc21	57	99	15	.	74	88	-16*	66	53
COc1ccccc1C(c1ccccc1)C(c1ccccc1)(c1ccccc1)c1ccccc1 (stereo unspecified)	80	94	.	102	108	101	108	89	103
Cc1cc2c(C(C)C)c(O)c(O)c(C=NCCCCCC(=O)O)c2c(O)c1-c1c(C)cc2c(C(C)C)c(O)c(O)c(C=NCCCCCC(=O)O)c2c1O	72	85	45	83	59	49	119	89	55
CCOC(=O)c1cc(C(=O)c2ccc(OC)c(OC)c2)n2c1ccc1ccccc12	101	81	86	99	96	86	112	103	97
CC(C)COC(=O)c1ccccc1C(=O)OC1CCCCC1	101	97	97	106	112	100	101	96	73
CC(C)(C)c1ccc(O)c(Cl)c1	103	97	96	115	102	104	110	113	96
Cc1ccc(-c2nc(NS(=O)(=O)c3ccc(C)cc3)nc(Cl)c2C#N)cc1	109	103	73	109	121	99	130	124	116
Cc1cc(=O)c2c(C)ccc(C)c2[nH]1	109	.	96	111	91	100	125	111	108
Cc1cc(Nc2nc(OCCCN(C)C)nc3ccccc23)n[nH]1	102	93	99	104	.	102	103	100	111
O=S(=O)(Nc1ccc(-n2cnc3cc(-c4ccc(O)cc4)ccc32)cc1)c1ccccc1	93	92	51	95	103	100	136	95	.
COc1ccc(C2CC(c3c(C)oc4c(OC)c5occc5c(OC)c4c3=O)=NN2c2ccccc2)cc1OC (stereo unspecified)	78	65	64	83	98	76	87	65	77
CC1=NOCC(=O)N1	111	102	93	107	103	106	108	101	111
CCCCCCCCCCCCCCCCCC1=CCCN1C(=S)Nc1ccccc1	101	83	82	106	103	95	110	91	111
O=c1oc2c(C(F)(F)F)cccc2cc1-c1csc(Nc2ccc(OCCF)cc2)n1	31	17	-43*	4.1*	23	24	-72*	-12*	-9.7*
CN1CCN(CC#CCOC(=O)CNC(=O)[C@]2(C)CC[C@]3(C)CC[C@]4(C)C(=CC(=O)[C@@H]5[C@@]6(C)CCC(=O)C(C)(C)[C@@H]6CC[C@]54C)[C@@H]3C2)CC1	106	97	93	112	104	98	.	93	98
COc1ccc(-c2nnc(CSc3nc(-c4ccc(Cl)cc4)c(C#N)c(=O)[nH]3)o2)cc1	96	91	68	106	96	100	95	89	134
N#Cc1c(N)nnn1Cc1cc(=O)oc2c1ccc1ccccc12	102	84	78	101	104	93	112	101	90
Cc1[nH]c2ccccc2c1C1Cc2ccccc2N1 (stereo unspecified)	93	94	87	.	96	92	101	101	.
CCOP(=O)(CCCOc1cc2c(cc1OC)C(=O)N1CCC[C@H]1C=N2)OCC	125	106	108	107	83	105	126	109	153
CN(C)C(=S)NN=C(c1ccccn1)c1ccccn1	12	25	14	0.2*	6.6*	38	38	28	-11*
Cc1ccc(S(=O)(=O)Nc2c(C)cc([N+](=O)[O-])cc2C)cc1	112	80	86	111	108	92	108	98	.
COC(=O)[C@@]12OC[C@]34[C@H]([C@@H](O)[C@@H]1O)[C@@]1(C)[C@H](O)C(=O)C=C(C)[C@@H]1C[C@H]3OC(=O)C(OC(C)=O)[C@@H]24 (stereo partly specified)	-29*	-65*	-60*	-43*	-64*	-49*	-64*	6.8*	-49*
O=C1CNC(c2ccccc2[N+](=O)[O-])N1O (stereo unspecified)	96	105	114	104	112	99	104	98	107

Full records, quoted from the list. Screens in order: NCI-H322M | NCI-H226 | NCI-H522 | NCI-H460 | RXF 393 | NCI-H23 | COLO 205 | HT29 | A498
Results for COc1ccccc1C(c1ccccc1)C(c1ccccc1)(c1ccccc1)c1ccccc1 (stereo unspecified) = 80 | 94 | . | 102 | 108 | 101 | 108 | 89 | 103
Results for CC1=NOCC(=O)N1 = 111 | 102 | 93 | 107 | 103 | 106 | 108 | 101 | 111

New compounds follow:
SMILES	NCI-H322M	NCI-H226	NCI-H522	NCI-H460	RXF 393	NCI-H23	COLO 205	HT29	A498
C=C1C(=O)O[C@H]2[C@H]1CC/C(COC(=O)NCCc1c[nH]c3ccc(OC)cc13)=C\CC[C@@]1(C)O[C@@H]21	87	51	-74*	69	-82*	74	-47*	-15*	.
Clc1ccc(Sc2ccccc2)cc1	118	97	107	107	104	101	114	117	78
CCCCNC(=O)OCc1cc(=O)c(O)co1	107	108	95	101	114	99	113	111	122
COc1ccc2c(c1)CCC1(C)CC(=O)C(Br)=C21 (stereo unspecified)	104	.	93	108	91	102	109	103	91
CCOC(=O)C(Br)C(Br)c1ccccc1 (stereo unspecified)	84	96	84	112	93	103	107	104	100
N#Cc1c(N)nc2c(C#N)c(NC(=O)c3ccccc3)nn2c1-c1ccccc1	95	78	86	97	84	87	103	99	59
Cc1cc(Cl)cc2c1S/C(=C1\Sc3c(C)cc(Cl)cc3C1=O)C2=O	103	97	97	114	91	95	117	104	119
O=C(O)C1CC1	104	108	118	107	106	100	129	112	104
CC(=O)Nc1cc2c(c([N+](=O)[O-])c1C)C(C)(C)CC2(C)C	92	94	.	105	95	100	95	102	114
CCCOC(=O)Nc1ccc(OCC)cc1	104	100	98	104	101	101	117	101	.
Clc1ccccc1/C=C/c1nn2c(-c3ccncc3)nnc2s1	100	91	101	102	109	99	115	111	95
CC(=O)Oc1c(Cl)c(Cl)c([N+](=O)[O-])c(Cl)c1Cl	99	103	92	105	121	104	97	98	77
COc1cccc(CO)c1OC	114	95	94	111	109	100	117	112	96
CC(C)N1C(=O)/C(=c2\sc3n(c2=O)C2C(NN=3)N(C)C(=O)N2C)c2ccccc21 (stereo unspecified)	92	83	34	62	57	75	91	31	24
COc1ccc(/C=N/NC(=O)Cc2nc3ncccc3[nH]c2=O)cc1	95	92	93	100	85	96	122	104	72
O=C(/C=C/c1cc(=O)c2ccccc2o1)CC(=O)/C=C/c1cc(=O)c2ccccc2o1	93	87	76	102	.	109	115	107	105
O=[N+]([O-])c1ccc(CSc2nnc(-c3ccncc3)o2)cc1	85	104	73	107	114	96	.	99	104
Cc1ccccc1-n1c(C)nc2cc(NC(=O)c3ccccc3)ccc2c1=O	112	109	.	101	127	103	110	73	77
O=C(O)N/N=C/c1ccc(Cl)cc1	92	93	92	98	102	94	108	92	88
COc1ccc(-c2cc(-c3cccnc3)nc3sc4c(c23)N=CN2CCN=C42)cc1OC	94	103	58	100	69	85	78	79	94
NC(=O)c1ccsc1Nc1ccnc(C(F)(F)F)c1	102	96	86	115	105	101	112	104	119
CC(C)(C)NC(=O)NC(=O)CN1C(=O)NC(C)(c2ccc(Cl)cc2Cl)C1=O (stereo unspecified)	114	91	91	110	106	95	107	108	110
CC1(C)CC(=O)c2c(nn(-c3ccc(Br)cc3)c2-c2cn(-c3ccccc3)nc2-c2cccs2)C1	95	96	80	96	97	86	107	91	113
O=C(O)CSc1ncnc2nc[nH]c12	103	.	92	107	102	95	105	100	101
COc1ccc(C2=C(Br)C(=O)C(c3ccc(OC)cc3)=C(Br)C2=O)cc1	102	102	.	104	103	97	107	109	101

A second format for 19 compounds above.
SMILES,NCI-H322M,NCI-H226,NCI-H522,NCI-H460,RXF 393,NCI-H23,COLO 205,HT29,A498
CCOc1nc(-c2ccco2)n2nc(-c3cccs3)cc2n1,120,94,102,101,102,93,121,101,86
CCOC(=O)[C@@]12CCCC=C1N1c3ccccc3-c3ccnn3[C@@H]1CC2,95,92,.,98,109,89,88,97,100
O=C1C(Cl)=C(Nc2ccc(Nc3ccccc3)c(NC3=C(Cl)C(=O)c4ccccc4C3=O)c2)C(=O)c2ccccc21,57,99,15,.,74,88,-16*,66,53
COc1ccccc1C(c1ccccc1)C(c1ccccc1)(c1ccccc1)c1ccccc1 (stereo unspecified),80,94,.,102,108,101,108,89,103
Cc1cc2c(C(C)C)c(O)c(O)c(C=NCCCCCC(=O)O)c2c(O)c1-c1c(C)cc2c(C(C)C)c(O)c(O)c(C=NCCCCCC(=O)O)c2c1O,72,85,45,83,59,49,119,89,55
CCOC(=O)c1cc(C(=O)c2ccc(OC)c(OC)c2)n2c1ccc1ccccc12,101,81,86,99,96,86,112,103,97
CC(C)COC(=O)c1ccccc1C(=O)OC1CCCCC1,101,97,97,106,112,100,101,96,73
CC(C)(C)c1ccc(O)c(Cl)c1,103,97,96,115,102,104,110,113,96
Cc1ccc(-c2nc(NS(=O)(=O)c3ccc(C)cc3)nc(Cl)c2C#N)cc1,109,103,73,109,121,99,130,124,116
Cc1cc(=O)c2c(C)ccc(C)c2[nH]1,109,.,96,111,91,100,125,111,108
Cc1cc(Nc2nc(OCCCN(C)C)nc3ccccc23)n[nH]1,102,93,99,104,.,102,103,100,111
O=S(=O)(Nc1ccc(-n2cnc3cc(-c4ccc(O)cc4)ccc32)cc1)c1ccccc1,93,92,51,95,103,100,136,95,.
COc1ccc(C2CC(c3c(C)oc4c(OC)c5occc5c(OC)c4c3=O)=NN2c2ccccc2)cc1OC (stereo unspecified),78,65,64,83,98,76,87,65,77
CC1=NOCC(=O)N1,111,102,93,107,103,106,108,101,111
CCCCCCCCCCCCCCCCCC1=CCCN1C(=S)Nc1ccccc1,101,83,82,106,103,95,110,91,111
O=c1oc2c(C(F)(F)F)cccc2cc1-c1csc(Nc2ccc(OCCF)cc2)n1,31,17,-43*,4.1*,23,24,-72*,-12*,-9.7*
CN1CCN(CC#CCOC(=O)CNC(=O)[C@]2(C)CC[C@]3(C)CC[C@]4(C)C(=CC(=O)[C@@H]5[C@@]6(C)CCC(=O)C(C)(C)[C@@H]6CC[C@]54C)[C@@H]3C2)CC1,106,97,93,112,104,98,.,93,98
COc1ccc(-c2nnc(CSc3nc(-c4ccc(Cl)cc4)c(C#N)c(=O)[nH]3)o2)cc1,96,91,68,106,96,100,95,89,134
N#Cc1c(N)nnn1Cc1cc(=O)oc2c1ccc1ccccc12,102,84,78,101,104,93,112,101,90

More structures
SMILES	NCI-H322M	NCI-H226	NCI-H522	NCI-H460	RXF 393	NCI-H23	COLO 205	HT29	A498
c1ccc2c(c1)CN(C1CCCCC1)CO2	120	112	109	112	117	110	111	119	117
CC1(C)CC(=O)C2=C(C1)C(c1ccc(Cl)cc1)n1ncc(C#N)c1N2 (stereo unspecified)	91	95	86	106	107	100	109	106	103
C=CCOc1ccc(S(C)(=O)=O)cc1	108	103	95	110	83	105	126	102	59
CC1=NN(C(=O)c2ccc(NC(=O)c3ccccn3)cc2)C(=O)C1	102	104	98	113	109	96	117	109	76
Cc1nc2sc3c(c2c(C)c1Br)NC(c1ccccc1C(F)(F)F)NC3=O (stereo unspecified)	106	96	80	93	101	87	107	104	96
O=C(O)C(=Cc1ccccc1)C(=O)O	101	98	94	105	103	96	110	108	95
COc1ccc(CN2CCC(N3CCCC3=O)c3cc(Cl)ccc32)cc1 (stereo unspecified)	104	114	76	110	126	96	110	89	111
COc1cc(NC(=O)OCc2ccccc2)c2ncccc2c1	111	98	105	105	101	100	112	127	91
Cc1ccc(C(=O)NNc2nccc(Nc3ccc(S(=O)(=O)Nc4ccncc4)cc3)n2)cc1	87	91	109	105	104	93	110	105	100
Cc1nc2n(n1)C1(C)CCCC(=O)N1c1ccccc1-2 (stereo unspecified)	101	96	97	101	110	103	108	111	110
COc1cccc(-c2nn(-c3ccccc3)cc2-c2ccnc(NCCNS(=O)(=O)c3cccc4ccccc34)c2)c1	88	70	65	67	71	61	51	61	65
C=C(C)[C@@H]1CC[C@]2(C(=O)NC(C)=O)CC[C@]3(C)[C@H](CC[C@@H]4[C@@]5(C)CCCNC(C)(C)[C@@H]5CC[C@]43C)[C@@H]12	63	84	-47*	-84*	25	60	-59*	-5.2*	89
COC(=O)[C@@H](OC(=O)NS(=O)(=O)N(c1ccc(F)cc1)C1CCN(C(=O)OC(C)(C)C)CC1)C(C)C	80	99	77	100	.	96	121	117	113
Cc1nc2sccn2c1/C=N/N1CCNC1=O	106	96	86	117	99	97	103	103	97
O=C(OCc1ccccc1)c1ccccc1	106&115	94&98	80&111	108&109	91	90&107	101	88&114	81&89
CC(C)=CCCC1(C)C(/C=N/Nc2ccccc2)C(C#N)(C#N)C1(C#N)C#N (stereo unspecified)	91	109	87	102	116	102	113	105	87
C=CCn1c(SCC(=O)c2ccc(OC)cc2)nnc1-c1ccc(Cl)cc1	96	86	95	98	96	83	101	107	99
COc1ccc(/C=C/c2nc3ccccc3c(=O)n2CC(=O)Nc2ccc(Cl)cc2)cc1	89	30	64	23	49	61	75	39	118

From PubChem
